# High-throughput results from PubChem BioAssay.
# aDG glyco up = activators of alpha-DG glycosylation, primary screen, uHTS, Pro5-aDG cells, AlphaScreen; hit rate 0.22% among 360,000; activation, % at 10 µM; alpha-DG glycosylation AlphaScreen (IIH6); 0% Pro5, 100% B10-LARGE cell signal; AID 624168, 2012;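 active means activation of at least 8% versus controls, or a plate z-score of at least 8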;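 further: Pro5 are CHO cells carrying HIG-tagged alpha-DG that lacks glycosylation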
# Vif imaging = HIV Vif self-association inhibitors, primary screen, imaging, HEK293T, single point; HEK293T cells, Vif self-association by quenched fluorescence, 24 h; inhibition, % at 7.49 µM; AID 602346, 2012; hit rate 0.35% among 340,000; in the data active means inhibition above about 50%, passing the limit was not always enough; inconclusive means no clear call, values can overlap the other calls; inactive means below about 31%; further: some results filed as inactive read as strong as hits
# PDI turbidity = inhibitors of human PDI, primary screen, biochemical, turbidity, single point, plate reader; Protein disulfide-isomerase (Homo sapiens), P07237; PDI insulin aggregation turbidity, A650, 90 min; inhibition, % at 10 µM; hit rate 0.052% among 350,000; AID 588391, 2011;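 active means mean inhibition across replicates of 30% or more, whatever share of single replicates reach that level; inconclusive means mean inhibition below 30% while every single replicate reaches 30%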;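 further: absorbance from insulin aggregation driven by PDI reduction with DTT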
# N-glyco inh = increase of ERlucT glycosylation luciferase signal, primary screen, N-linked glycosylation inhibitor project, D54 ERlucT cells, luminescence, set 2 | D54 ERlucT glycosylation luciferase reporter, 24 h; percent of 100 nM tunicamycin response | reporter increase, % at 12.5 µM | hit rate 0.23% among 360,000 | AID 588692, 2011;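 active means mean luciferase reporter signal, scaled so untreated is 0 and the glycosylation-blocking control 100, at or above a set limit in every replicate; inconclusive means mean reaches the limit but not every replicate does; inactive means mean below the limit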;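 further: luciferase carries N-glycosylation sites so blocking glycosylation raises the light; 0% = median of neutral control wells and 100% = median of 100 nM tunicamycin wells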
# MC4R antagonist = MC4R antagonists of cAMP signaling, primary screen, cell-based, TR-FRET, antagonist arm of biased-ligand search; Melanocortin receptor 4 (Homo sapiens), P32245; MC4R-expressing cells, MTII-stimulated cAMP, LANCE TR-FRET; inhibition, % at 6.5 µM; hit rate 0.48% among 360,000;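 active means inhibition above its plate's cutoff, the mean of tested wells on that plate plus 3 SD, cut at about 29% in these data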;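 further: 0% = Melanotan II alone and 100% = Melanotan II plus saturating MCL0020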
#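 Assay system: U2OS cells stably expressing human melanocortin 4 receptor (MC4R) / Dosing: 6.5 µM / Timing: compound 30 min, challenge 1 h, detection 1 h / Measured by: Eu-cAMP/anti-cAMP TR-FRET, emission 671 nm / Replicates: singlicate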
# CaV13 FRET inh = Primary screen for inhibitors of IQ motif and Ca2+-dependent inactivation inhibitor domain binding in CACNA1D, Förster resonance energy transfer in living cells, … | hit rate 0.098% among 340,000 | HEK cells, CFP/YFP FRET ICDI-IQ, plate reader, 10 min; percent FRET-ratio fall versus neutral wells | inhibition, % at 12.3 µM;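 active means mean replicate inhibition of at least 30% and at least 1% of replicates passing that level; inconclusive means only one of the two criteria is met; inactive means neither criterion is met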;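 further: 0% = median of the neutral control wells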
# MC4R barr agon = MC4R agonists recruiting beta-arrestin, primary screen, cell-based, luminescence, agonist arm of biased-ligand search. activation, % at 8.9 µM. hit rate 0.98% among 360,000. U2OS MC4R beta-arrestin complementation; percent of melanotan II response, DMSO zero. Melanocortin receptor 4 (Homo sapiens), P32245;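 active means activation above a per-plate cutoff, the mean activation of sample wells on that plate plus 3 SD, cut at about 8% in these data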
# ABCB6 inh 2 = ABCB6 transporter inhibitors, primary screen, K562-ABCB6 cells, flow cytometry, MLPCN library. ATP-binding cassette sub-family B member 6 (Homo sapiens), Q9NP58. K562-ABCB6 porphyrin accumulation, 1 h; active compounds read low. fluorescence ratio to DMSO, % at 10 µM. hit rate 0.19% among 360,000. AID 602162, 2011;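 active means fluorescence ratio to DMSO below 75%, the collection mean minus 3 SD; inconclusive means too few cells collected in the well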;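 further: signal is porphyrin accumulated inside mitochondria; 100% equals median channel fluorescence of DMSO control wells; lower ratio means ABCB6 inhibition with less porphyrin fluorescence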
# Target sequence (Q9NP58 whole entry, looked up): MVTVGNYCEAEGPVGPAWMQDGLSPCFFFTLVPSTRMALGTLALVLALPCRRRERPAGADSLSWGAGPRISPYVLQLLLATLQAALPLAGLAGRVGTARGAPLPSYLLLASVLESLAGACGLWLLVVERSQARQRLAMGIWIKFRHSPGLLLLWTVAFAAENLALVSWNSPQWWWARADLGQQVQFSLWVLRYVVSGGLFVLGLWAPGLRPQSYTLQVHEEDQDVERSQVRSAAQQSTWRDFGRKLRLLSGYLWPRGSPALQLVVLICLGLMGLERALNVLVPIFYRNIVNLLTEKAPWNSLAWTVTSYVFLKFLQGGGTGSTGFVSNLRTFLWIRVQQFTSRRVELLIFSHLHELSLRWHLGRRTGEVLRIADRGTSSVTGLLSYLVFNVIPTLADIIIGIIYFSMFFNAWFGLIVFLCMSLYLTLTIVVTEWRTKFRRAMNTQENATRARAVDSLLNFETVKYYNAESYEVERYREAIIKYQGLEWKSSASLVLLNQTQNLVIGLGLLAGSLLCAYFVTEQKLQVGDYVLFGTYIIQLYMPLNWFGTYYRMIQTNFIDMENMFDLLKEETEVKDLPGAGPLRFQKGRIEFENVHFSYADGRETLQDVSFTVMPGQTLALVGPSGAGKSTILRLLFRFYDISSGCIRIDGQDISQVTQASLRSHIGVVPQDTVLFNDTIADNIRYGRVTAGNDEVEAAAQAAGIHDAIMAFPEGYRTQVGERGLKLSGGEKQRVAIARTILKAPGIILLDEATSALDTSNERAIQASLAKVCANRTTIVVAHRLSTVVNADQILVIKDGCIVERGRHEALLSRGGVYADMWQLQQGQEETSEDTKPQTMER
# HTR2A ag = mouse Htr2a agonists via beta-arrestin recruitment, primary screen, cell-based, luminescence | activation, % at 7.6 µM | AID 624169, 2012 | 5-hydroxytryptamine receptor 2A (Mus musculus), P35363 | hit rate 0.66% among 360,000 | CHO-K1 mHTR2A beta-arrestin complementation; percent of 30 µM serotonin response;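 active means activation above a run cutoff, the mean activation of all tested compounds plus 3 SD, cut at about 14% in these data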;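 further: 0% = plate median of compound wells and 100% = 30 µM serotonin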
# Cardio protect = cardioprotection against H2O2-induced cell death, primary screen, uHTS, H9c2 cells, ATPLite luminescence. protection from H2O2 cell death, % at 20 µM. H9c2 cardiomyocytes, H2O2 injury protection, 2 h. AID 588492, 2011. hit rate 0.63% among 360,000;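 active means compounds giving at least 50% protection of heart cells from peroxide-induced death in the single-dose screen, raw or plate-pattern-corrected value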;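 further: 0% = DMSO wells with peroxide and 100% = DMSO wells without peroxide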
# The depositor's hits bear a star; ? = inconclusive; . = no result given.
SMILES,aDG glyco up,Vif imaging,PDI turbidity,N-glyco inh,MC4R antagonist,CaV13 FRET inh,MC4R barr agon,ABCB6 inh 2,HTR2A ag,Cardio protect
Cc1ccc(S(=O)(=O)Cc2ccc(C(=O)NC3CCCCCC3)o2)cc1,-0.4,-4,2,-2,17,-2,3.5,103,2,-2
CC[n+]1c(/C=C(\C)Nc2ccccc2)sc2ccccc21,0.2,-9,-1,2,0,-4,2.6,101,-4,-7
CC(C)C[C@@H](CN)NC(=O)c1nc[nH]c1C(=O)N[C@@H](C)C(=O)CNC[C@H](C)NC(=O)c1nc[nH]c1C(=O)N[C@@H](C)C(=O)O,0.0,4,6,2,5,-8,-1.6,105,-5,3
CCCOc1ccc(F)cc1-c1cc(C(=O)NCCOC)[nH]n1,0.0,?,7,2,0,-10,-0.9,100,-5,-1
COc1ccc(S(=O)(=O)N2CCCC(C(=O)Nc3cccc(C(C)=O)c3)C2)cc1 (stereo not drawn),0.2,-8,2,-2,3,-1,-0.5,101,-5,-11
O=C(Nc1ccc(Cl)c(-c2nc3ccccc3[nH]2)c1)c1cccnc1,0.0,-3,1,-2,2,-8,0.9,106,0,38
CC(C)(C)NC(=O)C1CCN(C(=O)c2ccco2)CC1,0.1,0,1,0,3,-7,3.8,99,-11,4
O=C(COC(=O)c1cc(-c2cccs2)nc2ccccc12)NCc1ccco1,0.0,-3,15,0,12,-6,0.6,101,4,-2
FC(F)Oc1ccc(N=C2SCC3CCCCN23)cc1 (stereo not drawn),0.7,-2,-1,-5,6,-3,-0.9,90,9,-6
CCOC(=O)c1c(C)[nH]c(C)c1S(=O)(=O)N(C)CC(=O)Nc1ccccc1C,0.0,11,0,3,4,-2,-5.8,108,0,2
CCN(c1ccccc1)S(=O)(=O)c1cc2c3c(c1)CCN3C(=O)CC2,-0.1,-7,-7,1,11,-6,2.1,92,0,1
O=C(Oc1ccc(Cl)c2cccnc12)N1CCCCC1,-0.1,-3,-7,-2,-3,.,-2.0,101,4,11
O=C(COc1ccccc1)NN1C(=O)CSC1=S,0.0,1,7,1,14,-6,-2.8,100,2,7
Clc1ccc(CSc2nnc(CNc3cccc(Cl)c3)o2)cc1,0.1,-5,-4,0,-4,.,5.5,94,-5,-21
COc1ccccc1-c1cc(C(=O)N2CCN(c3ccc(F)cc3)CC2)no1,-0.1,4,2,1,2,-7,3.2,98,-2,-6
O=C(CCC(=O)N(c1ccc(F)cc1)C(C(=O)NC1CCCC1)c1ccncc1)Nc1cccnc1 (stereo not drawn),1.5,9,2,1,2,-4,-0.9,99,-3,-2
Cc1ccc(S(=O)(=O)CC(=O)N2CCN(c3ccc([N+](=O)[O-])cc3)CC2)cc1,-0.1,-10,-4,-2,2,-6,-0.8,91,-3,-6
CCOc1ccc(C(c2c(NC(=O)c3ccccc3)sc(C)c2C)N2CCN(C)CC2)cc1 (stereo not drawn),0.0,-2,-3,-2,8,-3,-0.9,93,-5,-13
Oc1cccc2ccc[n+](CC(O)Cn3c4ccccc4c4ccccc43)c12 (stereo not drawn),-0.2,2,1,-8,6,-5,-0.1,94,-9,15
CCCNC(=O)C1(O)c2cc(Br)ccc2NC(=O)N1c1ccc(Cl)cc1 (stereo not drawn),-0.3,15,2,1,4,-16,-0.2,98,-1,0
Cc1ccncc1CNC(=O)c1ccccc1,0.0,-4,-11,0,8,-7,1.0,97,16*,2
O=C(N/N=C/c1ccc([N+](=O)[O-])o1)C(=O)Nc1ccc(C(=O)O)cc1,0.3,0,2,1,-11,-5,1.1,93,1,6
CCOC(=O)c1nnn(CC(=O)NC(=O)Nc2cccc(CC)c2)c1C(=O)OCC,-0.1,-9,-1,3,16,-7,-0.3,102,4,-1
CN(C)S(=O)(=O)c1ccc(Cl)c(NC(=O)COC(=O)/C=C/c2ccc(S(=O)(=O)N3CCOCC3)cc2)c1,0.0,9,-2,0,27,-5,0.6,96,2,-8
O=C(NCC1CCN(Cc2ccccc2Cl)CC1)Nc1ccccc1F,0.2,10,-2,0,2,-4,0.4,108,0,-2

# Next part
SMILES,aDG glyco up,Vif imaging,PDI turbidity,N-glyco inh,MC4R antagonist,CaV13 FRET inh,MC4R barr agon,ABCB6 inh 2,HTR2A ag,Cardio protect
CC(C)NC(=O)c1ccc(Cl)cc1Cl,0.0,13,0,1,-1,-7,1.3,111,1,-3
CCOc1ccc(-n2c(=O)c3c4c(sc3n(CC(=O)NCC3CCCO3)c2=O)CCC4)cc1 (stereo not drawn),-0.1,-2,-24,0,4,-4,-1.3,98,0,1
CCOC(=O)c1c(NC(=O)C2CCCCC2C(=O)O)sc2c1CCCCC2 (stereo not drawn),-0.1,4,5,1,5,-2,-2.4,97,-3,-14
CC(=O)N1CCN(C2=NC(=O)/C(=C/c3ccc(OS(=O)(=O)c4ccccc4)cc3)S2)CC1,0.3,0,-2,-5,-1,-2,-2.0,98,4,34
Cc1cc(C)cc(NC(=O)c2ccc(CNc3c(N4CCOCC4)c(=O)c3=O)cc2)c1,-0.1,6,6,2,2,-5,-0.5,101,-7,0
CC1CCCCC12NC(=O)N(CC(=O)NC(=O)Nc1ccc3c(c1)OCCO3)C2=O (stereo not drawn),0.3,-2,8,-2,-2,-5,-1.0,97,9,-17
COc1ccc(O)c(/C=N/NC(=O)c2cc(=O)[nH]c3ccccc23)c1,-0.1,-3,-3,3,-16,-14,-2.3,98,-1,45
Cc1ccc2c(c1)c(CC(=O)Nc1ccc(C)c(F)c1)c(C(=O)O)n2C,0.1,18,0,2,12,-10,-0.2,102,3,0
COCc1cc(=O)n2[nH]c(C)cc2n1,-0.1,-3,-3,3,0,.,-1.6,104,4,9
O=C(CSc1nnnn1-c1ccc(O)cc1)c1ccc(F)cc1,-0.2,-10,9,2,-2,-21,-3.1,98,-7,-3
NC(=O)c1ccc(NC(=O)COC(=O)c2cc3ccccc3cc2O)cc1,-0.3,-7,17,-7,3,-3,3.9,97,-2,-8
COC(=O)C1(Cc2ccc(O)c(CC3OC3(C)C)c2)OC(=O)C(O)=C1c1ccc(O)cc1 (stereo not drawn),0.1,-3,.,-3,-3,.,-1.6,98,-3,0
O=C(O)C1C2CCCCC2=C2CCCCC2C1C(=O)O (stereo not drawn),-0.3,2,8,0,4,-5,-0.6,97,2,4
CCN(CC(=O)NCc1cccs1)C(=O)c1cccc(S(=O)(=O)Nc2ccc(F)cc2)c1,0.0,5,-1,3,5,-5,-0.7,96,9,2
Oc1ccc(C23CCCC2C2(CCCC2)c2ccc(O)cc2O3)c(O)c1 (stereo not drawn),-0.3,-3,0,0,10,-5,7.5,101,0,-10
Cc1ccccc1NC(=O)C1c2ccccc2Oc2ccccc21,0.0,-3,-7,-3,12,2,1.1,101,5,2
CCCCCn1c(=O)[nH]c2cc(C(=O)NCCCN(CC)CC)ccc2c1=O,0.0,-19,-6,-5,-4,.,-2.5,103,-4,1
Cc1ccc(NC(=S)Nc2cccnc2)c(S(=O)(=O)N2CCCCC2)c1,0.0,-6,6,-3,6,-1,-3.0,93,-3,-17
COc1ccc2[nH]c3c(c2c1)CCN1C(=O)C(CC(=O)NCCCN(C)C)C[C@H](C(=O)N(C(C)C)C(C)C)[C@@]31C (stereo partly drawn),0.0,.,-7,2,1,-9,-0.3,88,-1,7
COC(=O)CCC(=O)Nc1cc(S(=O)(=O)Nc2ccc(Cl)cc2)ccc1N1CCOCC1,-0.1,5,14,0,15,-6,-0.7,98,-3,10
CC(C)(C)NC(=O)COc1ccc(CNn2nnnc2N)cc1,-0.2,12,-6,0,0,-4,-0.8,98,3,9
NC(=O)c1c(NC(=O)c2ccncc2)sc2c1CCCC2,0.0,-8,17,-1,11,-6,-3.9,96,18*,-7
O=c1[nH]c(-c2ccccc2)c(-c2ccccc2)o1,-0.1,-16,1,2,5,-20,1.2,95,3,-5
CCc1ccccc1N(CC(=O)N1CCc2ccccc2C1)S(C)(=O)=O,0.0,-3,-12,0,14,-21,-0.8,99,2,6
C[C@H](NC(=O)c1ccccc1)C(=O)OCC(=O)Nc1ccc(Cl)cn1,-0.2,18,-8,0,4,-6,0.3,102,-2,-1

# Further records.
SMILES,aDG glyco up,Vif imaging,PDI turbidity,N-glyco inh,MC4R antagonist,CaV13 FRET inh,MC4R barr agon,ABCB6 inh 2,HTR2A ag,Cardio protect
CCC(C)(C)NC(=S)Nc1ccccc1C,0.4,-6,-2,-2,3,-2,-4.6,97,13,2
CS(=O)(=O)c1sc(C(=O)NC(=O)Nc2cccc(C(F)(F)F)c2)c2c1C=CCC2,-0.1,6,-7,3,11,-2,-0.4,94,-2,-2
CN(C)CCNC(=O)COc1cccc2c1OC(C)(C)C2,0.2,1,1,1,6,-1,-2.4,93,-1,5
S=c1[nH]cc2cnccn12,0.0,-3,3,2,-4,-5,-2.7,97,-2,0
CCOc1ccc(C(=O)N(C)C2CCS(=O)(=O)C2)cc1 (stereo not drawn),-0.1,4,6,2,11,0,0.3,78,-1,0
C=CCC1(CC=C)CCCN1C(=O)C1CCC(=O)N(Cc2ccc(Cl)cc2)C1 (stereo not drawn),0.3,-2,1,-1,13,-5,0.2,104,-5,-7
COCCNC(=O)COC(=O)c1cccnc1SC,-0.3,-4,-1,4,-2,-2,-0.1,101,5,0
CCOC(=O)c1c(NC(=S)NC(=O)c2ccc(Cn3cc(Cl)cn3)o2)sc2c1CCCCC2,0.0,11,4,0,1,-4,-0.4,98,-2,-15
CCc1nnc(NC(=O)CSc2nnc(CNc3ccc(Cl)cc3)o2)s1,0.0,?,2,1,11,.,-0.6,89,-2,-3
COCCNCC#CCOc1ccc(OC)cc1,-0.1,.,-5,2,10,-11,0.9,96,0,-4
CCN(CC(=O)Nc1c(F)cccc1F)C(=O)CN1C(=O)c2ccccc2C1=O,0.0,5,5,0,11,-7,-2.9,102,3,12
c1ccc(CN(Cc2ccccc2)c2c3c(nc4ncnn24)CCC3)cc1,0.1,-4,-3,-2,17,-5,-2.5,95,-2,-3
